# Bioassay records deposited in PubChem by several laboratories.
# DAX1 inh-1: DAX1 (NR0B1) inhibitors, primary screen, cell-based, HEK293, Gal4-DAX1, luciferase luminescence; Nuclear receptor subfamily 0 group B member 1 (Homo sapiens), P51843; HEK293 Gal4-DAX1 luciferase reporter; inhibition, % at 6.75 µM; 340,000 tested, 0.99% active; AID 504766, 2011;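 active means inhibition above the mean over all tested compounds plus 3 SD, cut at about 4.2% in these data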;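 further: 0% = DAX1-transfected cells with DMSO and 100% = empty-vector control cells with DMSO; inhibition shows as a rise in luminescence from relieved DAX1 repression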
# NPR2 activator: human GC-B receptor activators, primary screen, HEK293 GC-B cells, cGMP TR-FRET, EC30 CNP; 370,000 tested, 0.11% active; AID 1920062, 2024; activation, % at 10 µM; 0% at EC30 CNP, 100% saturating CNP; Atrial natriuretic peptide receptor 2 (Homo sapiens), P20594;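 active means activation at 10 µM reaching about 35% in either raw or pattern-adjusted values, limit read from the data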
# sPLA2-III inh: human group III sPLA2 inhibitors, primary screen, biochemical, QFRET, BODIPY PC-A2 liposome substrate | 370,000 tested, 0.56% active | AID 743126, 2013 | QFRET BODIPY PC-A2 liposome hydrolysis, fluorescence | Group 3 secretory phospholipase A2 (Homo sapiens), Q9NZ20 | inhibition, % at 12.2 µM;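 active means inhibition above mean plus 3 SD of compounds lying within the high and low control bounds, cut at about 19% in these data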;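 further: 0% = median of test compound wells and 100% = no enzyme DMSO wells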
# NPR1 activator: GC-A stimulated cGMP production enhancers – HEK293 GC-A cells, cGMP TR-FRET, EC30 ANP, primary screen. 370,000 tested, 0.14% active. Atrial natriuretic peptide receptor 1 (Homo sapiens), P16066. activation, % at 10 µM. 0% at EC30 ANP, 100% saturating ANP; in the data active means activation above about 40%
# Target sequence (P16066 whole entry, looked up): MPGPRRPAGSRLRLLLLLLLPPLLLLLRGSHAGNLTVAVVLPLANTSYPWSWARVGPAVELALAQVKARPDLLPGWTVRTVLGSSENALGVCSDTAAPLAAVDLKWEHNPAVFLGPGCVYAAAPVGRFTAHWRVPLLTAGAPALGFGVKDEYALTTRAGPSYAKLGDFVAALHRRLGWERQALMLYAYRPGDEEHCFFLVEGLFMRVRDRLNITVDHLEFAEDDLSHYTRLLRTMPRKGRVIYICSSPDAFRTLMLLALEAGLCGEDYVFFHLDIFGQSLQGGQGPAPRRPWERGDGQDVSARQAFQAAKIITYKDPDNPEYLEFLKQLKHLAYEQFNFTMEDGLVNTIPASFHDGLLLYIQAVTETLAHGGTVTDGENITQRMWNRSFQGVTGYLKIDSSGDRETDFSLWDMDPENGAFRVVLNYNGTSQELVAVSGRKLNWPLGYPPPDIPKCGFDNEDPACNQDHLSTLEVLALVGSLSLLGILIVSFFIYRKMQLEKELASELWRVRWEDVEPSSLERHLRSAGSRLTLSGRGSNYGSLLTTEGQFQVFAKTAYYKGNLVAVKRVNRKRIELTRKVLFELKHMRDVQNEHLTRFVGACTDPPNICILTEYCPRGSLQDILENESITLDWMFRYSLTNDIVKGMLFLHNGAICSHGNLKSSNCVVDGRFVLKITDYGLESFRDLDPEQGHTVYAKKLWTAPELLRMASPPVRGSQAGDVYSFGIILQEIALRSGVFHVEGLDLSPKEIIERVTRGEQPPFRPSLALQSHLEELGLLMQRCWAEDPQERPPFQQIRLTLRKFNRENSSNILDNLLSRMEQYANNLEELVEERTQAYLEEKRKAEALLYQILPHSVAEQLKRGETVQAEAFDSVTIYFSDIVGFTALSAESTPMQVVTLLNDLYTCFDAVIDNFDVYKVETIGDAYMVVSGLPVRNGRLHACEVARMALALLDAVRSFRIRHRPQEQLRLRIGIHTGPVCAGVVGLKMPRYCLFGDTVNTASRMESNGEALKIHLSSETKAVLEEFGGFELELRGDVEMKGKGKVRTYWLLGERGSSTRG
# proKLK7 act: proKLK7 zymogen activators, primary screen, biochemical, fluorescence intensity; Kallikrein-7 (Homo sapiens), P49862; AID 652039, 2013; activation, % at 7 µM; purified proKLK7, EDANS-DABCYL substrate fluorescence; 100% is mature enzyme control, 0% vehicle; 370,000 tested, 0.9% active;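 active means activation above the mean of all tested compounds plus 3 SD, computed per campaign excluding outliers beyond control limits, cut at about 13% in these data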
# SMARCA2 activ: SMARCA2 (BRM) function activators, primary screen, cell-based, luminescence, high throughput; MG213 cells, MMTV-luciferase reporter, dexamethasone, overnight; activation, % at 9.1 µM; 370,000 tested, 1% active; AID 652017, 2013; in the data active means activation above about 7.8%;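 further: 0% = vehicle wells and 100% = reference activator wells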
# FXN GAA850 act: FXN promoter activators, primary screen, cell-based, luciferase luminescence, HEK293 lucGAA850; HEK293 lucGAA850 FXN promoter luciferase reporter, 24 h; percent of 10 µM SAHA response; activation, % at 6 µM; 360,000 tested, 0.56% active; AID 540364, 2011;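 active means activation above the average of all compounds screened plus 3 SD, cutoff fixed separately per campaign, cut at about 7.5% in these data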;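 further: 0% = DMSO wells and 100% = 10 µM SAHA wells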
# hgDAF-12 ag: H. glycines DAF-12 receptor agonists, primary screen, cell-based, luminescence, HEK293, GAL4 fusion, UAS-luciferase | Nuclear hormone receptor DAF-12 (Heterodera glycines), GAL4 fusion | HEK293 GAL4-hgDAF12 UAS-luciferase reporter, agonist luminescence; normalized to butyrate control | activation, % at 6.8 µM | 370,000 tested, 1.8% active | AID 687014, 2013;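 active means activation above a cutoff set at the mean of all screened compounds plus 3 SD, cut at about 10% in these data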;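 further: 0% = DMSO wells and 100% = sodium butyrate wells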
# DAX1 inh-2: DAX1 (NR0B1) inhibitors on StAR promoter, primary screen, cell-based, luminescence, SF-1 (NR5A1), full-length DAX-1; HEK293T StAR-luciferase reporter, SF-1/DAX-1 repression relief; inhibition, % at 6.8 µM; 370,000 tested, 1.1% active; AID 652010, 2013;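 active means inhibition above the mean over all tested compounds plus 3 SD, cut at about 3.6% in these data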;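 further: 0% = DAX-1 cells with DMSO and 100% = cells lacking DAX-1 with DMSO; higher inhibition means more luminescence from relief of DAX-1 repression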
# hcDAF-12 act: H. contortus DAF-12 nuclear receptor activators, primary screen, cell-based, luminescence, HEK293, lit1-tk-luc reporter; HEK293 hcDAF-12 lit1-tk-luc reporter; 0% DMSO, 100% Δ7-dafachronic acid; 370,000 tested, 1.4% active; activation, % at 6.8 µM;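 active means activation above the mean of all tested compounds plus 3 SD, cut at about 5.5% in these data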;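 further: 100% = response to 3 µM Δ7-dafachronic acid high control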
# ssDAF-12 act: S. stercoralis DAF-12 nuclear receptor activators, primary screen, cell-based, luminescence, HEK293, GRIP1 co-expression, lit1-tk-luc; HEK293 ssDAF-12/GRIP1 lit1-tk-luc reporter; % of 3 µM dafachronic acid response; Nuclear hormone receptor DAF-12 (Strongyloides stercoralis); 370,000 tested, 1% active; activation, % at 6.8 µM;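 active means activation above the mean over all tested compounds plus 3 SD, cut at about 0.9% in these data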;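 further: 0% = DMSO-only wells and 100% = 3 µM delta7-dafachronic acid wells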
# * = called active by the depositor; . = no result given.
nr	Compound	DAX1 inh-1	NPR2 activator	sPLA2-III inh	NPR1 activator	proKLK7 act	SMARCA2 activ	FXN GAA850 act	hgDAF-12 ag	DAX1 inh-2	hcDAF-12 act	ssDAF-12 act
1	Cn1c2c(c(=O)n(C)c1=O)C(C(F)(F)F)(C(F)(F)F)N=C(C1CCCCC1)N2	-1.2	1	2	8	0.1	-3	5.9	-4.2	-1.1	-5.5	-1.9
2	Cc1ccc(C(=O)c2ccc([N+](=O)[O-])cc2)cc1	-0.3	-4	6	0	0.0	3	1.9	0.3	-0.9	-1.2	-1.1
3	CCC(C)NC(=O)C1c2cc(OC)c(OC)cc2C(=O)N(C)C1c1cccs1 (stereo not given)	0.1	-15	-1	-24	0.2	3	1.4	-0.2	0.5	-0.4	-1.3
4	CCC(=O)c1c(NC(CC)CO)cc(C)oc1=O (stereo not given)	0.5	12	-6	1	-0.8	-3	-0.5	-3.3	-0.3	-0.8	-2.0
5	CCOC(=O)c1cc(NC(=O)CSc2nnc(CN3CCOCC3)n2C)ccc1Cl	0.1	2	1	-3	0.8	1	-0.3	0.9	-0.2	-1.6	-1.1
6	COc1ccc(OC)c(NC(=O)COC(=O)CNC(=O)c2ccc(OC)c(OC)c2)c1	0.0	-5	0	-6	0.5	1	-1.5	3.4	0.3	-0.6	-1.3
7	COc1cccc(CSc2nc3cc4c(cc3cc2C)OCCO4)c1	0.5	-7	5	-12	-3.8	-3	0.8	-0.2	-0.4	1.7	-1.1
8	COc1ccccc1C(=O)Nc1ccnn1C1CCN(C(=O)C2CCOC2)CC1 (stereo not given)	-0.1	5	-3	7	0.1	-1	-1.4	1.5	0.0	2.2	-0.7
9	Cc1ccc(OC[C@H](O)[C@H](C)NC(C)C)c2c1CCC2	-0.4	1	3	-3	0.2	-4	-2.2	6.5	-0.3	-0.5	-1.4
10	CCc1nnc(SCc2ccc(OC(C)C)cc2)n1N	-0.5	13	7	2	0.5	4	-0.5	1.7	-0.6	1.3	-0.9
11	Cc1ccc(CNC(=O)COC(=O)c2ccc(S(=O)(=O)N3CCCCCC3)cc2)cc1	-0.8	-1	1	1	-0.1	-1	1.2	-2.9	0.8	0.1	-0.9
12	CCOC(=O)N1CCN(C(=O)CCn2c(=S)[nH]c3ccsc3c2=O)CC1	-0.5	-4	9	-7	-0.7	-3	-2.6	1.6	-0.3	-0.7	-1.2
13	Cc1ccc(C)c(OCc2ccc(C(=O)N3N=C(C(F)F)CC3(O)C(F)F)o2)c1 (stereo not given)	0.5	8	-12	2	-0.1	-4	0.5	0.2	-0.5	-0.9	-1.4
14	Cc1ccnn1CCC(=O)N1CCCC(CCC(=O)N2CCN(c3ccccn3)CC2)C1 (stereo not given)	0.7	4	1	-4	-0.1	-4	0.9	2.2	-0.3	-0.8	-0.4
15	Cc1cccc(C(=O)NC(=S)Nc2ccc(S(=O)(=O)N(C)c3ccccc3)cc2)c1	0.5	1	2	2	0.1	0	-0.8	-1.4	-0.9	-0.7	-1.0
16	COc1ccc(CN(CCC(c2ccccc2)c2ccco2)C(=O)c2ccco2)cc1 (stereo not given)	0.5	15	-7	12	0.3	-2	2.4	-1.1	-0.8	0.2	-1.4
17	Cc1cc(C(=O)Nc2nnc(C3CCCCC3)s2)no1	0.0	5	2	1	-0.8	-1	1.0	0.4	0.4	0.3	-1.6
18	CC(C)Cn1c(CCNC(=O)c2ccco2)nc2ccccc21	1.0	1	-1	2	0.0	1	-0.3	-2.9	-0.1	1.8	-1.5
19	CC(C)C(=O)N1CCN(c2ccccc2NC(=S)NC(=O)Cc2ccccc2)CC1	0.4	3	2	1	-1.2	-1	-1.1	1.1	-1.1	1.9	-1.1
20	CC(C(=O)N1CCCC1)N1CCN(c2ccccc2O)CC1 (stereo not given)	2.1	5	-3	-4	0.8	-3	3.7	-2.4	0.6	-0.8	-1.8
21	CC(C(=O)N1CCc2ccccc21)N(C)CC(=O)Nc1cccc(F)c1 (stereo not given)	0.7	2	-7	0	-0.1	1	2.7	1.4	-1.2	0.2	-0.6
22	CCOc1ccc(NC(=O)CN(C)CC(=O)Nc2ccc(F)c(F)c2F)cc1OCC	1.0	1	1	1	0.1	0	-0.2	-0.6	-0.2	0.8	-1.6
23	CCOC(=O)C(=O)Cc1cccnn1	-0.5	-2	1	2	2.1	0	-1.2	0.4	0.3	1.4	-0.8
24	CN1C[C@@H]2[C@@H]3C(=O)N(Cc4ccccc4)C(=O)[C@@H]3[C@](C)(C1=O)N2C(=O)c1ccccc1	0.2	9	9	2	-0.2	2	0.3	0.8	0.1	-1.9	-0.9
25	Cc1ccc(NC(=O)CSc2nc3ccccc3c(=O)[nH]2)cc1[N+](=O)[O-]	-0.8	-7	1	-4	0.1	-3	2.3	4.1	-0.2	3.4	-0.8
26	Cc1ccc(N2C(=O)N3[C@H](c4ccc(Br)cc4)[C@@H]4C(=O)N(C(C)(C)C)C(=O)[C@@H]4[C@]3(C)C2=O)cc1	0.0	-8	-28	-5	-0.5	-1	6.2	-1.0	-0.4	-0.9	-1.0
27	COc1ccc(C(=O)NC2=NCCS2)cc1S(=O)(=O)N1CCCCC1C (stereo not given)	-1.7	-3	-7	1	-0.1	-3	0.7	-1.9	-0.6	-2.1	-0.6
28	CCC(C)(C)NC(=O)C(c1ccc(OC)cc1)N(C(=O)CCC(=O)Nc1cc(C)on1)C(C)(C)C (stereo not given)	-0.5	8	7	-1	0.2	0	-1.6	-2.0	0.3	-1.3	-1.2
29	COC(=O)c1ccc(-n2c(C)cc(C(=O)CCl)c2C)cc1	-0.4	-2	-1	20	0.3	1	6.7	-0.5	-2.0	-0.1	-0.8
30	Cc1cccc(CS(=O)(=O)c2ncc(Cl)c(C(=O)NCc3ccccc3)n2)c1	-1.5	5	1	9	3.9	-13	-2.0	-8.9	-1.9	-5.2	-2.1
31	O=C(c1ccoc1)N1CCCC(Nc2ccc(F)c(F)c2)C1 (stereo not given)	-0.2	0	-1	3	-0.3	2	1.4	-0.2	0.2	-0.2	-0.9
32	CC(C)=CCN1CCN(Cc2ccoc2)CC1CCO (stereo not given)	0.1	1	2	-1	0.1	-2	0.6	-2.7	-0.3	-2.4	-0.3
33	O=C(NCCCn1ccnc1)c1ccc(-c2cccc(Cl)c2Cl)o1	-0.4	-6	-24	-10	0.1	-2	-0.4	-1.7	-2.2	-0.9	-1.1
34	COc1ccc(NC(=O)Cn2c(CCC(=O)O)ccc2-c2ccccc2)cc1	0.1	3	-35	4	-0.4	-1	-1.5	1.2	0.1	-1.5	-0.4
35	O=c1c2ccccc2nnn1COc1ccc(Cl)cc1Br	0.3	9	-5	-2	-0.8	1	0.8	3.7	0.7	-2.4	-1.6
36	O=S(=O)(Nc1nnc(C2CCCCC2)s1)c1ccc(F)cc1	0.2	2	-31	5	-0.3	0	1.8	0.2	-0.1	0.5	-1.0
37	Cn1c(=O)c(/C(N)=N/OC(=O)c2ccccc2)cn(-c2ccccc2)c1=O	-0.4	-5	14	-1	0.0	-1	1.6	-1.9	-0.1	-1.0	-1.8
38	COc1ccc(C[C@@H]2CN3C(=NC[C@@H]3C)N2C[C@H](C)NC(=O)CCC2CCCCC2)cc1	-0.1	0	5	-1	-0.8	0	-1.5	1.2	-0.2	-1.4	-1.3
39	CCOC(=O)C1=C(CNCc2ccccc2Cl)NC(=O)NC1c1cccc([N+](=O)[O-])c1 (stereo not given)	-1.1	-6	-11	-11	-0.2	0	-0.5	1.9	-0.7	-1.7	-1.6
40	CN(C)c1ccc(N=Nc2ccc(S(N)(=O)=O)cc2)cc1	3.0	-3	8	-1	0.1	4	6.4	11*	1.9	3.6	-0.1

# Along the list, quoted from above:
# SMARCA2 activ for nos. 34–40, in order: -1, 1, 0, -1, 0, 0, 4
# hcDAF-12 act for nos. 34–40, in order: -1.5, -2.4, 0.5, -1.0, -1.4, -1.7, 3.6

# (list continues)
nr	Compound	DAX1 inh-1	NPR2 activator	sPLA2-III inh	NPR1 activator	proKLK7 act	SMARCA2 activ	FXN GAA850 act	hgDAF-12 ag	DAX1 inh-2	hcDAF-12 act	ssDAF-12 act
41	CCOC(=O)C(C)Oc1ccc(=O)n(-c2ccccc2)n1 (stereo not given)	-0.7	3	1	1	0.1	-5	0.8	1.3	-0.7	-0.4	-1.3
42	COC(=O)c1nn(-c2ccc(OC)cc2)c(=O)cc1Oc1ccccc1	-0.6	1	2	-1	-0.5	-3	-3.1	0.8	-0.1	-0.5	-0.8
43	O=C1CN(C(=O)CNC(=O)c2ccccc2Cl)c2ccccc2N1	-0.6	-3	1	0	-0.8	-3	-0.5	2.4	0.3	-1.1	-1.0
44	O=C(CSc1nccc(=O)[nH]1)NCc1ccc(Cl)cc1	1.8	-2	1	-3	0.3	-2	0.9	-0.6	0.0	-2.0	-1.0
45	COc1ccc(NCC(=O)Nc2cc(S(=O)(=O)N3CCOCC3)ccc2N2CCOCC2)c(OC)c1	7.1*	0	1	-3	0.2	-1	1.7	-0.5	0.0	-1.4	-1.7
46	CN1C(=S)SC2CS(=O)(=O)CC21 (stereo not given)	.	3	-7	2	0.2	1	0.6	-0.1	0.1	-0.6	-0.6
47	CC(C)(C)NC(=O)CN(C(=O)CCC(=O)Nc1nccs1)c1ccc(F)cc1	-0.2	7	2	-4	-0.6	-2	0.2	1.5	-0.3	1.8	0.6
48	COc1ccc(CN(C(=O)c2cccs2)c2ccccc2C(=O)O)cc1	1.7	-1	-1	6	0.5	-1	-1.1	-1.3	0.1	-0.2	-1.6
49	CCC(c1nc2ccccc2[nH]1)n1c(-c2ccc3cc[nH]c3c2)nc2ccccc21 (stereo not given)	.	-23	-14	-20	-1.8	-1	.	5.3	1.5	3.2	-0.2
50	C[C@@H]1CCN(C2CC2)S(=O)(=O)c2ccc(N3CC[C@@H](O)C3)cc2O1	.	0	4	-2	0.2	-2	.	-0.3	-0.9	-2.3	-0.4
51	Cc1ccc2c(c1)-c1nc3ccccc3cc1C2=NC1CCCCC1	3.6	-4	-1	2	-0.1	9.5*	5.4	19*	4.8*	13*	1.6*
52	COc1ccc(-n2nc(C(=O)NCC(=O)NCCCN3CCN(C)CC3)c3ccccc3c2=O)cc1OC	-0.1	3	2	5	0.0	1	-0.6	1.2	0.0	-2.3	-0.5
